TTR transcr act = activators of transthyretin transcription. SH-SY5Y TTR promoter Gaussia luciferase, luminescence; 100% = recombinant luciferase protein wells. activation, % at 16.7 µM. actives 1.3% (n = 92,000). AID 1117267;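 active means activation above the mean of all tested compounds plus 3 SD, cut at about 9.5% in these data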;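 further: cells exposed to compounds for one day before reading; 0% = median of all test compound wells on the plate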
* hit, by the source's call. The list is partial; rates above refer to the full screens.

| No. | TTR transcr act | SMILES |
| --- | --- | --- |
| 1 | -0.1 | Cc1ccc(/C=N/NC(=O)CSc2ccccn2)o1 |
| 2 | 3.8 | c1ccc(-c2cc(-c3ccccc3)ncn2)cc1 |
| 3 | -1.4 | COc1cc(C(=O)N2CCC(NC(=O)C(Cc3ccccc3)NC(C)=O)CC2)cc(OC)c1OC (stereo unspecified) |
| 4 | -5.2 | Cc1ccc2nc(NC(=O)c3ccc(OCC4CCCO4)cc3)sc2c1 (stereo unspecified) |
| 5 | 0.1 | O=C(NCC(=O)N(Cc1ccco1)C(C(=O)NC1CCCCC1)c1ccncc1)c1cccs1 (stereo unspecified) |
| 6 | 0.4 | O=S(=O)(Nc1cc(C(F)(F)F)ccc1N1CCOCC1)c1ccccc1 |
| 7 | -0.7 | COc1cc(OC)c(NC(=O)/C=C/C(=O)O)cc1Cl |
| 8 | -0.7 | O=C1CCC(=O)N1CCSC(=S)N1CCSCC1 |
| 9 | -2.3 | COC(=O)c1sc(=S)n(-c2ccc(Cl)cc2)c1C |
| 10 | -2.5 | Cc1cccc(C)c1NC(=O)C(C1CC1)n1c(=O)c(-c2ccccc2)nc2ccccc21 (stereo unspecified) |
| 11 | 3.5 | COc1ccc(OCC(=O)OCCNC(=O)c2cccnc2)cc1 |
| 12 | -0.5 | CCOC(=O)C1=C(CSc2nc3c(cc2C#N)CN(C)CC3)OC(N)=C(C#N)C1c1ccc(Cl)cc1 (stereo unspecified) |

Next section:
| No. | TTR transcr act | SMILES |
| --- | --- | --- |
| 13 | -1.1 | COc1ccc(C(CC(=O)NCc2ccco2)c2ccc(F)cc2)cc1 (stereo unspecified) |
| 14 | 4.2 | CC(C)OC(=O)CSc1nc2cccnc2n1-c1ccc(F)cc1 |
| 15 | -2.8 | O=[N+]([O-])c1ccc(Oc2ccc(F)cc2Br)c2ccncc12 |
| 16 | 7.4 | Cc1cc(C)nc(NS(=O)(=O)c2ccc(NCN3C(=O)c4ccccc4C3=O)cc2)n1 |
| 17 | -0.9 | CC[C@H]1C/C=C\Cc2ccccc2[C@@H](C(=O)C[C@@H](O)CC(C)=O)OC1=O |
| 18 | -1.5 | CCOC(=O)N1CCC2(CC1)CC(=O)c1c(ccc3oc(C(=O)O)c(C)c13)O2 |
| 19 | -0.5 | C=CC[C@]12C=C(OC)C(=O)C=C1O[C@@H](c1ccc3c(c1)OCO3)[C@H]2C |
| 20 | 0.8 | [O-][n+]1onc2c1CCc1nnccc1-2 |
| 21 | 1.3 | CCOCCCNCc1ccc(OC)cc1 |
| 22 | -1.4 | OC(c1ccccc1)(c1ccccc1)c1cnc2ccccn12 |
| 23 | 0.3 | NNC(=O)CS(=O)(=O)c1ccc(Cl)cc1 |
| 24 | -0.7 | CCOC(=O)C1CCN(C(=O)COC(=O)c2c(C)c(CC)nc3ccccc23)CC1 |

Brought forward from above: 2 compounds; new compounds follow.
| No. | TTR transcr act | SMILES |
| --- | --- | --- |
| 23 | 0.3 | NNC(=O)CS(=O)(=O)c1ccc(Cl)cc1 |
| 24 | -0.7 | CCOC(=O)C1CCN(C(=O)COC(=O)c2c(C)c(CC)nc3ccccc23)CC1 |
| 25 | 3.9 | CCSc1nnc(NC(=O)C2CC=CCC2C(=O)O)s1 (stereo unspecified) |
| 26 | -0.9 | Cc1oc(-c2ccccc2)nc1C(=O)OCC(=O)NC(=O)NCC(C)C |
| 27 | -1.8 | O=C(c1cccc(S(=O)(=O)NCCOc2ccccc2)c1)N1CCN(c2ncccn2)CC1 |
| 28 | 1.4 | CCNc1ccc(S(=O)(=O)N(C)C)cc1NCC(=O)Nc1ccccc1F |
| 29 | 6.7 | Cc1ccc(CN2CCC(CO)(CC3CCCCO3)CC2)o1 (stereo unspecified) |
| 30 | 12* | CC(=O)c1csc(Nc2ccccc2Cl)n1 |
| 31 | -0.6 | CNC(=O)C[C@H]1C(=O)N(c2ccc(OC)cc2)C[C@@H]1C |
| 32 | 4.1 | O=C(N/C(=C/c1ccccc1Cl)C(=O)N1CCCCC1)c1ccco1 |
| 33 | -2.1 | CCOC(=O)CN=C/C(C(=O)Nc1nccs1)=C(/C)O |
| 34 | 6.0 | COc1ccc(CNc2nc3nc(-c4ccccc4)cc(=O)n3[nH]2)cc1OC |

By substructure: the compounds so far with sulfur.
| No. | TTR transcr act | SMILES |
| --- | --- | --- |
| 1 | -0.1 | Cc1ccc(/C=N/NC(=O)CSc2ccccn2)o1 |
| 4 | -5.2 | Cc1ccc2nc(NC(=O)c3ccc(OCC4CCCO4)cc3)sc2c1 (stereo unspecified) |
| 5 | 0.1 | O=C(NCC(=O)N(Cc1ccco1)C(C(=O)NC1CCCCC1)c1ccncc1)c1cccs1 (stereo unspecified) |
| 6 | 0.4 | O=S(=O)(Nc1cc(C(F)(F)F)ccc1N1CCOCC1)c1ccccc1 |
| 8 | -0.7 | O=C1CCC(=O)N1CCSC(=S)N1CCSCC1 |
| 9 | -2.3 | COC(=O)c1sc(=S)n(-c2ccc(Cl)cc2)c1C |
| 12 | -0.5 | CCOC(=O)C1=C(CSc2nc3c(cc2C#N)CN(C)CC3)OC(N)=C(C#N)C1c1ccc(Cl)cc1 (stereo unspecified) |
| 14 | 4.2 | CC(C)OC(=O)CSc1nc2cccnc2n1-c1ccc(F)cc1 |
| 16 | 7.4 | Cc1cc(C)nc(NS(=O)(=O)c2ccc(NCN3C(=O)c4ccccc4C3=O)cc2)n1 |
| 23 | 0.3 | NNC(=O)CS(=O)(=O)c1ccc(Cl)cc1 |
| 25 | 3.9 | CCSc1nnc(NC(=O)C2CC=CCC2C(=O)O)s1 (stereo unspecified) |
| 27 | -1.8 | O=C(c1cccc(S(=O)(=O)NCCOc2ccccc2)c1)N1CCN(c2ncccn2)CC1 |
| 28 | 1.4 | CCNc1ccc(S(=O)(=O)N(C)C)cc1NCC(=O)Nc1ccccc1F |
| 30 | 12* | CC(=O)c1csc(Nc2ccccc2Cl)n1 |
| 33 | -2.1 | CCOC(=O)CN=C/C(C(=O)Nc1nccs1)=C(/C)O |

Source: PubChem BioAssay
